Screening results from PubChem.
NOD2 inhibition: inhibition of NOD2-driven NF-kB reporter – cell-based, luminescence, uHTS, HEK293 (AID 1566); HEK293 NOD2/NF-kB luciferase reporter, luminescence; higher % means a stronger effect; inhibition, % at 4 µM, or EC50 in µM where a hit was titrated; 290,000 tested, 0.63% active; note: many of its hits are not listed in these tables
P. falciparum M17LAP: P. falciparum M17LAP inhibitors, primary screen, biochemical, fluorogenic H-Leu-NHMec substrate, 1536-well (AID 1619). recombinant M17LAP, H-Leu-NHMec fluorogenic kinetic assay; higher % means a stronger effect. inhibition, % at 30 µM, or IC50 in µM where a hit was titrated. 220,000 tested, 0.38% active;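 active = compound inhibiting the enzyme by more than half at any dose during confirmatory dose-response retesting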;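 note: plate controls were full reaction with DMSO carrier for no effect and no enzyme background for full effect; strong numbers were not always called active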
KOR beta-arrestin-1: kappa opioid receptor activators – cell-based, luminescence, uHTS, primary screen (AID 1777); KOR beta-arrestin recruitment, luminescence; higher % means a stronger effect; 280,000 tested, 0.02% active; activation, % at 10 µM; hits with a dose series show EC50 in µM; in the data active = activation above about 50%, passing the limit was not always enough; note: a part of the inactive calls stands beside numbers as strong as those of hits
KOR beta-arrestin-2: kappa opioid receptor blockers – cell-based, luminescence, uHTS (AID 1778) | KOR beta-arrestin recruitment, luminescence, antagonist mode; higher % means a stronger effect | inhibition, % at 10 µM, or IC50 in µM where a hit was titrated | 290,000 tested, 0.091% active; note: strong numbers were not always called active
AID2073: disruptors of CaV2.2 binding to Mint1 – biochemical, HTRF (AID 2073) | one-dose inhibition, % at 20 µM; IC50 in µM for titrated hits | HTRF protein-protein interaction, Mint1-CaV2.2; higher % means a stronger effect | 290,000 tested, 0.19% active; in the data active = inhibition mostly above about 51%, no sharp cut-off; note: some results filed as inactive read as strong as hits
P. falciparum M1AAP: malaria alanyl aminopeptidase activity blockers – biochemical, fluorogenic H-Leu-NHMec substrate, 1536-well (AID 1445). recombinant M1AAP, H-Leu-NHMec fluorogenic kinetic assay; higher % means a stronger effect. inhibition, % at 30 µM; hits with a dose series show IC50 in µM. 220,000 tested, 0.42% active;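 active = primary inhibition above the hit cutoff, then over 50% inhibition at one or more dose response concentrations, cut at about 23% in these data, passing the limit was not always enough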;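 note: plate controls were DMSO full reaction for no effect and no enzyme background for full effect; strong numbers were not always called active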
GPR55 activation: GPR55 agonists via beta-arrestin recruitment, primary screen, imaging, U2OS cells, beta-arrestin-GFP redistribution (AID 1961) | U2OS GPR55 beta-arrestin-GFP redistribution imaging; higher % means a stronger effect | activation, % at 10 µM; hits with a dose series show EC50 in µM | 290,000 tested, 0.048% active;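 active = activation above 40% with more than 50 cells counted in the well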;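 note: U2OS osteosarcoma cells stably expressing GPR55 and beta-arrestin-GFP; plate controls were DMSO negative control for no effect and LPI positive control for full effect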
Dynein cargo inh: dynein cargo transport inhibition. 3617.4 mouse cells, GR-EGFP nuclear translocation imaging; test concentration mostly 20 µM; stimulated with dexamethasone, 1 µM; hits give low values. z-score, hits read low. 220,000 tested, 0.47% active. AID 1381;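 active = plate z-score of nuclear minus cytoplasmic receptor signal below a set negative limit, without overly bright fluorescence or cell loss, cut at about -3.5 in these data, passing the limit was not always enough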;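 note: z-score of nuclear minus cytoplasmic ring GR-EGFP intensity difference per well; some compounds called inactive have numbers as strong as hits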
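Buffer or medium: tet-free medium with charcoal-stripped serum / Also added: dexamethasone agonist, 1.0 µM final, for 30 min / Timing: induction 48 h, compound 1 h, agonist 30 min / Measured by: high-content fluorescence imaging after fixation / Read-out: nuclear-to-cytoplasmic GR-EGFP distribution per well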
NOD1 inhibition: inhibition of NOD1-driven NF-kB reporter – cell-based, luminescence, uHTS, primary screen (AID 1578); 290,000 tested, 1% active; one-dose inhibition, % at 4 µM; EC50 in µM for titrated hits; NOD1-driven NF-kB luciferase reporter cells, luminescence; higher % means a stronger effect; in the data active = inhibition mostly above about 36%, no sharp cut-off; inactive = mostly below about 34%;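 note: HEK-293T reporter cells stimulated with the NOD1 agonist gamma-tri-DAP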
Dynein cargo inh cytoplasmic EGFP: further read-out of Dynein cargo inh, marked with its call; z-score; measured here: cytoplasmic GR-EGFP intensity; hits give high values
Dynein cargo inh nuclear GR-EGFP: also measured in Dynein cargo inh; calls as there; z-score; measured here: nuclear GR-EGFP intensity;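 lower value marks the stronger effect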
Dynein cargo inh cell count: recorded beside Dynein cargo inh, whose call it bears; z-score; measured here: cell count per field
The depositor's hits bear a star; · = not tested or not shown; [ ] = dose if it differs, or a comment. Cut-off read from the data, not from the text of the source, unless noted: active = inhibition above about 50%; inactive = the rest. These rows are one share of the data, so the mix of outcomes need not match the whole.

AID2073	P. falciparum M1AAP	KOR beta-arrestin-2	NOD2 inhibition	Dynein cargo inh	KOR beta-arrestin-1	P. falciparum M17LAP	Dynein cargo inh cell count	Structure	Dynein cargo inh nuclear GR-EGFP	NOD1 inhibition	GPR55 activation	Dynein cargo inh cytoplasmic EGFP
-34%	-4%	15%	-2%	1.4	-3.7%	-10%	-2.5	COc1ccc(N2CCC(CNC(=S)Nc3cc(C)cc(C)c3)C2)cc1 (centres undefined)	1.9	-11%	0.0%	0.057
-6%	6%	19%	16%	0.34	-2.9%	1%	0.27	CC(C)Cn1cnc2c1c(=O)n(CC(=O)N(C)C)c(=O)n2Cc1ccccc1	0.47	-22%	-0.4%	-0.11
-3%	6%	33%	-15%	-0.17	1.3%	13%	0.0061	COc1ccc(-c2noc(CSc3nnc(CCc4ccccc4)n3-c3ccccc3)n2)cc1OC	-0.15	-26%	-0.2%	-0.27
-20%	-4%	6%[20 µM]	-13%	1.1	·	8%	-2.5	O=C(NCc1c(F)cccc1F)c1cc(COc2c(F)cccc2F)on1	0.41	-20%	-0.1%	-0.027
-4%	9%	-33%[20 µM]	18%	3.5	-3.5%	2%	-0.82	COCCSc1ccccc1C(=O)Nc1ccccc1C#N	2	-15%	0.2%	-0.3
8%	·	-6%[20 µM]	15%	·	4.9%	·	·	CCn1c(N2CCN(S(=O)(=O)c3ccccc3)CC2)nc2ccccc21	·	-14%	0.6%	·
6%	-1%	14%	6%	-0.92	-1.9%	1%	0.084	COc1ccc(O)c(-c2cc(C(F)(F)C(F)F)nc(-c3ccccc3)n2)c1	-0.21	-34%	0.2%	-0.37
7%	-2%	-20%	14%	-0.048	11%	-8%	-0.81	CCCn1c(SCC(=O)N2c3ccc(F)cc3CCC2C)nnc1-c1ccccn1 (centres undefined)	0.38	-11%	-0.4%	-0.17
10%	·	-24%	-6%	·	6.4%	·	·	Cc1onc(-c2ccccc2Cl)c1C(=O)N1CC(C)CC(C)C1 (centres undefined)	·	47%	0.0%	·
5%	·	-24%[20 µM]	7%	·	0.3%	·	·	CN(C)Cc1c(O)ccc2occ(C(=O)c3ccc(F)cc3)c12	·	-16%	0.5%	·
1%	·	-21%	4%	·	6.4%	·	·	COc1ccc(N(CC(=O)NCc2ccc(F)cc2)S(=O)(=O)c2c(C)noc2C)cc1	·	-2%	0.7%	·
1%	-1%	4%	9%	-0.48	4.2%	8%	0.49	CCOC(=O)C1=NN(C(C)=O)C2(CC(=O)N(c3ccc(C)c(C)c3)C2=O)C1 (centres undefined)	-0.3	3%	1.2%	-0.25
-2%	-4%	3%	19%	-0.5	-0.9%	10%	-0.2	CCc1ccccc1-n1c(SCC(=O)Nc2ccc3c(c2)OCCO3)nc2[nH]ncc2c1=O	0.07	-15%	-0.1%	0.014
4%	9%	35%	-54%	-0.91	-3.6%	2%	1.5	COCCCN(CC(=O)Nc1ccc(N2CCOCC2)cc1)S(=O)(=O)c1ccc(Cl)cc1	-0.11	7%	-0.4%	-0.34
9%	-6%	20%	7%	0.29	0.5%	-3%	0.31	Cc1nn(C)c(C)c1S(=O)(=O)N(CC(=O)NCCN1CCOCC1)c1ccc(C(C)C)cc1	0.48	-35%	0.4%	-0.22

The closing three entries of the section above open the next one.
AID2073	P. falciparum M1AAP	KOR beta-arrestin-2	NOD2 inhibition	Dynein cargo inh	KOR beta-arrestin-1	P. falciparum M17LAP	Dynein cargo inh cell count	Structure	Dynein cargo inh nuclear GR-EGFP	NOD1 inhibition	GPR55 activation	Dynein cargo inh cytoplasmic EGFP
-2%	-4%	3%	19%	-0.5	-0.9%	10%	-0.2	CCc1ccccc1-n1c(SCC(=O)Nc2ccc3c(c2)OCCO3)nc2[nH]ncc2c1=O	0.07	-15%	-0.1%	0.014
4%	9%	35%	-54%	-0.91	-3.6%	2%	1.5	COCCCN(CC(=O)Nc1ccc(N2CCOCC2)cc1)S(=O)(=O)c1ccc(Cl)cc1	-0.11	7%	-0.4%	-0.34
9%	-6%	20%	7%	0.29	0.5%	-3%	0.31	Cc1nn(C)c(C)c1S(=O)(=O)N(CC(=O)NCCN1CCOCC1)c1ccc(C(C)C)cc1	0.48	-35%	0.4%	-0.22
4%	·	3%	3%	·	0.2%	·	·	Cc1cccc(NC(=O)CNCC(=O)Nc2cccc(C)c2C)c1C	·	-17%	-0.1%	·
50%	-1%	-6%	-22%	-0.31	6.2%	-12%	-0.33	O=C(CCc1nc2ccccc2[nH]c1=O)OCC(=O)N1CCc2ccccc21	0.03	-10%	-0.3%	-0.19
65%	4%	-8%	14%	-0.39	3.3%	-2%	0.46	Cc1ccc(NC(=O)C2CCN(S(=O)(=O)c3c(C)noc3/C=C/c3ccco3)CC2)nc1	-0.42	23%	0.3%	-0.33
-6%	·	32%	-16%	·	-2.6%	·	·	CCN(c1ccccc1)S(=O)(=O)c1ccc(C(=O)N(CCCN(C)C)c2nc3cc4c(cc3s2)OCO4)cc1	·	27%	0.8%	·
20%	2%	7%	6%	-0.58	-3.4%	-1%	-1.4	Cc1ccc(C)c(N2CCN(C(=O)CCCn3c(=S)[nH]c4cc5c(cc4c3=O)OCO5)CC2)c1	0.2	-30%	-0.1%	-0.15
6%	2%	14%	22%	0.035	7.9%	-7%	0.012	Cc1c(Cl)c([N+](=O)[O-])nn1Cc1ccc(C(=O)NN)o1	0.5	6%	-0.1%	-0.11
7%	3%	7%	22%	-0.21	-2.7%	-4%	0.89	COc1ccc2[nH]c(C(=O)O)c(CCN3C(=O)c4cccc([N+](=O)[O-])c4C3=O)c2c1	-0.12	-8%	0.5%	-0.26
-26%	·	-47%	1%	·	2.9%	·	·	Cc1ccc2nc(N(CCN(C)C)C(=O)C3=COCCO3)sc2c1	·	-8%	-0.1%	·
18%	-1%	-9%	5%	-0.4	0.9%	9%	-0.0011	Cc1cccc(NC(=O)CCSc2nnc(Cc3ccccc3)o2)c1	-0.025	1%	-0.3%	-0.19
8%	-5%	12%	-11%	0.081	2.9%	-6%	-0.059	O=C(Cn1cnc2c(cnn2-c2ccc(F)cc2)c1=O)N1CCN(c2ccccc2)CC1	-0.12	-5%	-0.1%	-0.17
30%	·	-7%[20 µM]	12%	·	-6.5%	·	·	COc1ccc(NC(=O)c2ccco2)cc1NC(=O)COc1ccccc1[N+](=O)[O-]	·	-51%	0.5%	·
23%	-1%	-29%	-14%	-0.18	3.6%	68%	-0.35	CCOC(=O)c1c(-c2cccc(C)c2)csc1NC(=O)c1c(-c2ccccc2)noc1C	0.067	30%	-0.1%	-0.22
3%	-5%	31%	17%	-0.46	2.8%	0%	-0.015	Nc1nnnn1CC(=O)N/N=C/c1ccccn1	-0.24	3%	0.2%	-0.29
8%	7%	-30%	4%	0.79	2.0%	-22%	0.5	Cc1ccc(OCCn2cc(/C=C(\C#N)C(=O)NCC3CCCO3)c3ccccc32)cc1C (centres undefined)	0.56	-2%	0.2%	-0.27
-2%	0%	-17%	-2%	-0.8	16%	12%	0.78	COc1ccccc1N(C(=O)CNC(=O)c1ccco1)C(C(=O)NC1CCCC1)c1ccncc1 (centres undefined)	-0.18	-28%	-0.1%	-0.27
-2%	-2%	-9%	-12%	0.46	-2.2%	-1%	-0.18	Cc1ccccc1OCCCn1c(CO)nc2ccccc21	-0.13	-32%	0.0%	-0.17
12%	·	-18%	-6%	·	-4.1%	·	·	O=C(NCc1ccncc1)C(=O)NCC1OCCN1S(=O)(=O)c1ccc(F)cc1 (centres undefined)	·	-4%	-0.2%	·
-6%	1%	-31%	-45%	0.11	-1.6%	0%	0.1	Cc1cnc(C(=O)Nc2ccc(C(C)C)cc2)cn1	0.14	-48%	-0.2%	-0.18
-8%	4%	-3%	13%	1.1	-2.5%	3%	-0.55	Cc1c(C(=O)N2CCN(C(=O)c3ccco3)CC2)sc2nc(-c3ccc(F)cc3)cn12	0.88	2%	-0.1%	-0.081
-13%	1%	-30%	-25%	0.7	1.1%	6%	0.36	O=C(CSc1ncccc1C(=O)O)c1cccc(C(F)(F)F)c1	0.51	-47%	-0.3%	-0.37
-6%	-2%	12%	14%	-0.53	3.7%	-1%	1.8	COc1ccc(-n2c(Cn3nc(C(F)(F)F)cc3C)n[nH]c2=S)cc1	-0.4	14%	0.4%	-0.28
1%	0%	21%	-35%	0.57	-1.4%	-3%	-0.3	O=C(c1ccc(-n2cccn2)cc1)N1CCc2ccccc2C1	0.7	-8%	-0.1%	-0.24
3%	1%	-38%	15%	0.61	-1.1%	4%	0.016	CN1CCN(S(=O)(=O)c2ccc(N3CCN(S(=O)(=O)c4cccs4)CC3)nc2)CC1	0.5	-6%	0.0%	-0.029
6%	·	-17%	-2%	·	1.3%	·	·	CCOc1ccc(S(=O)(=O)N(CC(=O)NN=C2CCN(C)CC2)c2ccc(C)cc2)cc1	·	-9%	-0.1%	·
2%	11%	0%	17%	-0.29	-1.0%	29%	0.68	CCOC(=O)CSC1=Nc2ccccc2C2=NC(CC(=O)NCc3ccc(OC)cc3)C(=O)N12 (centres undefined)	-0.33	46%	-0.3%	-0.22
9%	·	-12%	-10%	·	-1.8%	·	·	COc1ccc(S(=O)(=O)NC(C)C(=O)N2CCCC2)cc1C (centres undefined)	·	-28%	-0.3%	·
12%	·	-7%	-3%	·	-6.5%	·	·	O=C(Nc1ccc(S(=O)(=O)N2CCOCC2)cc1)C1CC(=O)N(c2ccc(F)cc2)C1 (centres undefined)	·	-12%	0.7%	·
34%	5%	-36%	-6%	-0.0089	2.3%	16%	0.54	COc1ccc(C(=O)c2c[nH]c(C(=O)NCC3CCCO3)c2)cc1 (centres undefined)	-0.3	17%	-0.2%	-0.2
